# Compound activity (PubChem)
# OX1R antagonist: human HCRTR1 antagonism | O43613 | CHO/OX1R cells, Fluo-8 calcium fluorescence, orexin A | inhibition, % at 5 µM | 330,000 compounds, 0.43% hits | AID 434989;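 active means inhibition above its plate's threshold, mean inhibition of all tested compounds on the plate plus 3 SD, cut at about 37% in these data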;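 further: 0% = orexin A challenge wells and 100% = SB-334867-A antagonist wells; not every result past the cut was called active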
# Target sequence (O43613 whole entry, looked up): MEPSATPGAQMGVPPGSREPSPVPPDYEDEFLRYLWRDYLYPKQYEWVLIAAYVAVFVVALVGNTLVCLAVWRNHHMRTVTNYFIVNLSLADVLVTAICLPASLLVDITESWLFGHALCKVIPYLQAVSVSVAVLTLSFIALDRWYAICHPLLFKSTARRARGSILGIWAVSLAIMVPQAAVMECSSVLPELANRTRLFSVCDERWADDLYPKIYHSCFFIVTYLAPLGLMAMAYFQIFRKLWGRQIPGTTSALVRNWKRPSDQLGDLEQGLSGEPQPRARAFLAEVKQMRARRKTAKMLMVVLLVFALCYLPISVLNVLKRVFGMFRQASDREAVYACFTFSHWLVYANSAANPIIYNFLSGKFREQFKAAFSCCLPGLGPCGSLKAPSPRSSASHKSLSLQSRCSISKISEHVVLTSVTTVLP
# CHT allo act: human CHT allosteric activation | 310,000 compounds, 0.49% hits | Q9GZV3 | CHT-expressing cells, membrane potential dye, choline EC20; hits give high values; LV-AA mutant CHT in HEK293 cells | AID 488977 | B-score at 10 µM;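 active means initial fluorescence not abnormally high and integrated response B-score, plate-corrected, over 3 SD above library mean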
# Target sequence (Q9GZV3 whole entry, looked up): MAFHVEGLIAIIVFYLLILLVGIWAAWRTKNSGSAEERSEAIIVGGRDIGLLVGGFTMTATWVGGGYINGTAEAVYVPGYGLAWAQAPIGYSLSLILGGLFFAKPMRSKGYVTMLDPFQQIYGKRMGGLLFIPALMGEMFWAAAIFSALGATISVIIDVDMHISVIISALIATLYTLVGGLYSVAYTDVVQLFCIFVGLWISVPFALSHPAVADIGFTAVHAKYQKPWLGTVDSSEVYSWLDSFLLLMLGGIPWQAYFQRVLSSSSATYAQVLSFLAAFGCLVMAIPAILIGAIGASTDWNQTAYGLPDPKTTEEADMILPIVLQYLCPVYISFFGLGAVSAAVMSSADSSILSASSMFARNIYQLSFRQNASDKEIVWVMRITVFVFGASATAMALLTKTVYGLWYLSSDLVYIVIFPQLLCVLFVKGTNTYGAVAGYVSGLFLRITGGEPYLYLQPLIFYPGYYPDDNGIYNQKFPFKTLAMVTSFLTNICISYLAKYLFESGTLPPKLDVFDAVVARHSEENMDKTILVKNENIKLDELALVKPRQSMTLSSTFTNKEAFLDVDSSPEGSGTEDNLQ
# An asterisk follows results filed as active; i = inactive; · = not tested or not shown.
compound | OX1R antagonist | CHT allo act
CC(C)CCNC(=O)C1(c2cccs2)CCOCC1 | -14 | i
Cc1ccccc1OCC(O)CN1CCN(CC(O)COc2ccccc2C)CC1 (stereo not drawn) | 12 | i
CS(=O)(=O)NC1c2cccc3cccc(c23)C1Sc1nncn1/N=C/c1ccco1 (stereo not drawn) | -22 | i
O=C(CN1C(=O)NC2(CCc3ccccc32)C1=O)NCCc1ccccc1 (stereo not drawn) | -5 | ·
COc1ccc(/C=C2\SC(N)=NC2=O)cc1Br | -13 | i
Cc1ccc(NC(=S)NC2CCCC2)c(C)c1 | -11 | i
Cc1ccc(S(=O)(=O)NCc2ccccc2C)cc1 | -20 | i
CCOc1ccc(NCc2cccn2-c2nnc(N3CCC(C(=O)NCCCN4CC(C)CC(C)C4)CC3)s2)cc1 (stereo not drawn) | -32 | i
CCCCn1c(N)c(N(CCC(C)C)C(=O)COC(=O)/C=C/c2ccc(F)cc2)c(=O)[nH]c1=O | -9 | ·
CC(NC(=O)c1ccc(Br)cc1Br)c1ccccc1 (stereo not drawn) | -33 | i
C=CCN1C(=O)c2ccc(C(=O)N3CCN(S(=O)(=O)c4cc(C)ccc4C)CC3)cc2C1=O | -37 | i
C[C@H](CO)N1C[C@H](C)[C@@H](CN(C)S(=O)(=O)c2ccc(F)cc2)Oc2ccc(NC(=O)C3CC3)cc2C1=O | 2 | ·
O=C(N1CCOCC1)C12CC3CC(C1)CC(C(=O)N1CCOCC1)(C3)C2 | -2 | i
Cc1cccc(C)c1OCCN1CCCC1 | -1 | i
C/C(=N\NC(=O)C1CCCC1)c1ccc(Cl)cc1 | · | i
O=C(O)CSc1nc(C(F)(F)F)cc(=O)n1-c1ccccc1 | 1 | i
O=C(CN1CCOCC1)Nc1nc2cc([N+](=O)[O-])ccc2s1 | -4 | i
COc1ccc(NC(=O)CN2C(=O)NC(C)(C3CCCCC3)C2=O)c(OC)c1 (stereo not drawn) | -18 | ·
CCOC(=O)N1CCC(NC(=O)c2ccc(CS(=O)(=O)c3ccc(OC)cc3)o2)CC1 | -19 | i
CC1(C)NC(C)(C)C(O)(C(N)=O)C1=O (stereo not drawn) | 0 | i
O=C(COC(=O)CCc1ccc(S(=O)(=O)N2CCCCC2)cc1)Nc1ccc2c(c1)OCO2 | -6 | i
NS(=O)(=O)c1ccc(N2CCN(CCOc3ccc(Cl)cc3)CC2)nc1 | 4 | i
CCN(c1ccccc1)S(=O)(=O)c1ccc(N2CCN(c3ccc(O)cc3)CC2)nc1 | 14 | ·
COC(C[C@@H](O)C[C@H](O)[C@H](C)OCc1ccccc1)OC | -10 | i
COc1cc(C(=O)N=c2sc3c(C)ccc(OC)c3n2C)cc(OC)c1OC | -27 | i
COC(=O)c1ccc(C23CC4(C2)[C@H](CN(Cc2ccc(C(F)(F)F)cc2)[C@@H]4c2ccccc2)C3c2ccc(Cl)nc2)cc1 (stereo partly drawn) | -12 | i
CN1C(=O)CC(C(=O)O)SC1=Nc1ccc(F)cc1 (stereo not drawn) | 3 | i
COc1cccc2cc(-c3cn4cccc(C)c4n3)c(=O)oc12 | -8 | i
Cc1cccc(C)c1NC(=O)C1(NC(=O)C2CCCN2C(=O)OC(C)(C)C)CCCCC1 (stereo not drawn) | -20 | i
CN(CC(=O)Nc1ccccc1F)S(=O)(=O)c1ccc2c(c1)n(C)c(=O)c(=O)n2C | -10 | i
On1c2c(c3c4nonc4ccc31)CCCC2 | -5 | i
O=C(NCc1cccnc1)C(=O)NCC1OCCCN1S(=O)(=O)c1ccccc1 (stereo not drawn) | 2 | i
CC(=O)Nc1ccc(NC(=O)CSc2nnc(-c3cccs3)n2C)cc1 | 0 | i
N#Cc1ccc(CN2CCN(CC(=O)NCCc3ccc(Cl)cc3Cl)CC2)cc1 | -24 | i
CNc1nc(OCC(F)(F)F)nc(N2CCOCC2)n1 | -13 | i
Cn1c(CCNC(=O)OC(C)(C)C)n[nH]c1=S | -4 | i
CN(CC(=O)Nc1ccccc1F)CC(=O)Nc1ccccc1Br | -24 | i
O=C(CCc1nnc(COc2ccccc2)o1)NCc1ccccc1C(F)(F)F | -23 | i
CN(C)c1nc2c(c(=O)[nH]c(=O)n2C)n1CCOc1ccccc1 | -24 | i
O=C(CCN1C(=O)c2ccc([N+](=O)[O-])cc2C1=O)Nc1ccccc1C(=O)O | -20 | i
O=C(Nc1ccnn1C1CCN(C2CCC2)CC1)c1cccc(F)c1 | -17 | i
Cc1ccc(NC(=O)CSc2nnc(-c3cccs3)o2)cc1S(=O)(=O)N(C)C | -10 | i
O=C(Cc1ccc([N+](=O)[O-])cc1)NC(C(=O)O)C(O)c1cccc([N+](=O)[O-])c1 (stereo not drawn) | -5 | i
Cc1ccc(C(=O)N2CCN(c3cccc(Cl)c3)CC2)cc1C | -28 | i
COc1ccc(NC(=O)COC(=O)CC23CC4CC(CC(C4)C2)C3)c([N+](=O)[O-])c1 | -3 | i
COc1ccccc1NC(=O)CC1C(=O)Nc2ccccc2N1C(=O)c1ccccc1 (stereo not drawn) | -25 | i
CCOc1ccccc1NC(=O)c1cc(C(=O)Nc2ccccc2OCC)cc(N2C(=O)CCC2=O)c1 | -20 | i
O=C(O)CCN(Cc1ccccc1)S(=O)(=O)c1ccc(Cl)cc1F | -3 | i
COc1ccc(Sc2ccc(-c3nc4cnccn4c3NC3CCCCC3)cc2OC)cc1 | 10 | ·
COc1ccccc1NC(=O)COC(=O)CNC(=O)C1CCCCC1 | -1 | ·
Cc1csc2nc(O)c(C(=O)NCC3CCCO3)c(=O)n12 (stereo not drawn) | -21 | i
COc1ccc(C(=O)Nc2nnc(-c3ccccc3)s2)cc1 | · | i
O=C(OC(C(=O)NC1CCCCC1)c1ccccc1)c1ccco1 (stereo not drawn) | -21 | i
Cc1ccc(S(=O)(=O)Cn2nnnc2C(C(C)C)N2CCSCC2)cc1 (stereo not drawn) | -14 | i
CCOc1ccccc1CNS(=O)(=O)c1ccc2c(c1)C(C)(C)C(=O)N2C | -17 | i
O=C(O)c1cc(N/N=C/c2cccc3ccccc23)ccc1Cl | -15 | i
COc1ccc(Cl)cc1C(=O)Nc1nnn(C)n1 | -2 | i
Cc1nc(NCC(c2ccccc2)N(C)C)c2c(C)c(C)sc2n1 (stereo not drawn) | -25 | i
COc1ccc(CN=Nc2cc(C)nc(NS(=O)(=O)c3ccccc3Cl)n2)cc1 | -6 | i
Cc1oc(-c2ccccc2F)nc1CS(=O)(=O)CC(=O)NCc1ccco1 | -24 | i

# (listing goes on)
structure	OX1R antagonist	CHT allo act
Nc1ccccc1NC(=O)c1ccccc1N	-12	i
COc1ccc(C2C(C(=O)Nc3ccccc3)=C(C)Nc3nc(CCCO)nn32)cc1 (stereo not drawn)	-10	i
CC(=O)c1cn(N2CCCCC2)c(=O)[nH]c1=O	-29	i
CCOP(=O)(OCC)C(Nc1ccc(OC)cc1)c1ccco1 (stereo not drawn)	-19	i
CCS(=O)(=O)N1CCC(C(=O)NCCN2CCN(Cc3ccccc3)CC2)CC1	-4	i
CC(O)C(NS(=O)(=O)c1ccc(Cl)cc1)C(=O)OCC(=O)N1CCN(c2ccccc2)CC1 (stereo not drawn)	-42	i
Fc1ccc(N=c2ssnc2Cl)c(F)c1	-4	i
Cc1[nH]c(=O)[nH]c(=S)c1C(=O)Nc1ccc(Cl)c(Cl)c1	6	i
COc1ccc(N2CCN(C(=O)Cn3cnc4c(cnn4-c4ccccc4)c3=O)CC2)cc1	-19	i
COc1ccc(-c2cn3cc(C(F)(F)F)cc(Cl)c3n2)cc1	-25	i
CNC(=S)N/N=C/c1cc(Br)cc(Br)c1O	-6	i
O=S(=O)(Cc1ccccc1)NCC1CCCN(Cc2ccc(F)c(F)c2)C1 (stereo not drawn)	-2	i

# Single records (already shown). Values in the order: OX1R antagonist	CHT allo act
# CCS(=O)(=O)N1CCC(C(=O)NCCN2CCN(Cc3ccccc3)CC2)CC1 as listed: -4	i
# CNC(=S)N/N=C/c1cc(Br)cc(Br)c1O as listed: -6	i

# (listing goes on)
structure	OX1R antagonist	CHT allo act
COc1ccc(C)cc1NC(=O)CN1CCCN(S(=O)(=O)c2ccc(Br)cc2)CC1	-26	i
CCOC(=O)C(C)On1c(-c2ccc(Cl)cc2)nc2ccc([N+](=O)[O-])cc21 (stereo not drawn)	9	i
O=C(NC1=NCCS1)c1ccc(Cl)c(S(=O)(=O)N2CCOCC2)c1	-16	i
CC(C)NC(=O)N(C)C[C@H]1Oc2ccc(NC(=O)Nc3ccccc3)cc2C(=O)N([C@@H](C)CO)C[C@@H]1C	-15	·
Cc1c2cnn(CC(=O)NCCCN3CCCCC3C)c(=O)c2c(C)n1Cc1ccccc1 (stereo not drawn)	-3	i
C/C(CC(=O)Nc1cccc(Cl)c1Cl)=N\NC(=O)C(=O)N1CCCC1	-28	i
Cc1cccc(-n2ccnc2SCC(=O)O)c1C	0	i
CCN(C(=O)CCNC(=O)Cn1cnc2ccccc2c1=O)c1cccc(Cl)c1	-2	i
COc1ccc2nc(SCC(=O)N3CCN(c4ccc(F)cc4)CC3)c(C#N)cc2c1	-26	i
Cc1cc(Nc2ccc(C(=O)N3CCCCC3)cc2)c2cccc(C)c2n1	·	i
COc1ccc(NC(=O)CSc2nc3c(c(=O)n2-c2ccc(C)cc2)SCC3)c(OC)c1	-36	i
Cc1ccccc1OCC(=O)NC1CCCCCCC1	-14	i
COC(=O)c1c(NC(C)=O)sc2c1CCCCC2	-16	i
O=C(NC(=S)Nc1ccccc1N1CCOCC1)c1sc2ccccc2c1Cl	-22	i
CCc1nnc(NS(=O)(=O)c2ccc(N/C=C\C(=O)c3cccc4ccccc34)cc2)s1	-17	i
Cc1csc(NC(=O)CCCNC(=O)c2ccc(Cl)cc2)n1	3	·
CCN(CC)S(=O)(=O)c1ccc2[nH]cc(C(=O)NCCCN3CCCCC3C)c(=O)c2c1 (stereo not drawn)	-14	i
O=C1C2ON(c3ccc(Br)cc3)C(c3cccnc3)C2C(=O)N1C1CCCCC1 (stereo not drawn)	-30	i
CC(C)N1CCN(Cc2cnc(-c3ccccc3)s2)CC1CCO (stereo not drawn)	-16	i
O=C(CSc1nc2nc(-c3cccs3)cc(C(F)(F)F)c2c(=O)[nH]1)C(F)(F)F	-29	i
CC1(C)CC[C@]2(C(=O)O[C@@H]3OC(CO)[C@@H](O)[C@H](O)[C@H]3O)CC[C@]3(C)C(=CCC4[C@@]5(C)CC[C@H](O[C@@H]6OC(C(=O)O)[C@@H](O)[C@H](O)[C@H]6O)C(C)(C)C5CC[C@]43C)[C@@H]2C1 (stereo partly drawn)	88*	·
C=CC[C@@H](Cc1ccc(F)cc1)C(=O)OC[C@@H]1CCCN1C(=O)[C@@H](CC=C)CC(=O)N(CCO)Cc1ccccc1	-19	·
Clc1ccc(CN2CCN(c3ncccn3)CC2)cc1Cl	-19	i
COCCCNC(=O)C1Cc2cc(S(=O)(=O)N3CCCC3)ccc2N1C(C)=O (stereo not drawn)	-8	i

# A few values from the entries so far:
# Result of O=C(CSc1nc2nc(-c3cccs3)cc(C(F)(F)F)c2c(=O)[nH]1)C(F)(F)F in OX1R antagonist: -29
# Result of C=CC[C@@H](Cc1ccc(F)cc1)C(=O)OC[C@@H]1CCCN1C(=O)[C@@H](CC=C)CC(=O)N(CCO)Cc1ccccc1 in OX1R antagonist: -19
# Result of O=C1C2ON(c3ccc(Br)cc3)C(c3cccnc3)C2C(=O)N1C1CCCCC1 (stereo not drawn) in OX1R antagonist: -30

# Going on with the list.
structure	OX1R antagonist	CHT allo act
C[C@H](NC(=O)NCc1ccc(F)cc1)C(=O)O	1	i
Cc1ccc(-c2onc3ccc(C(=O)/C=C/N(C)C)cc23)cc1	-11	i
COc1ccccc1N(CN1CCCC1=O)C(=O)c1ccccc1F	-20	i
Cc1[nH]c(=O)c(C#N)cc1-c1ccncc1	-11	i
CC(=O)N1c2ccccc2NC2=C(C(=O)CCC2)C1c1cccnc1 (stereo not drawn)	-20	i
CC(Cc1ccccc1)C(=O)N(C)Cc1ccccc1 (stereo not drawn)	-27	i
Cc1ccc(NC(=O)COc2ccc(N(C)S(=O)(=O)c3ccc(F)cc3)cc2)cc1	4	·
Cc1cc(C)nc(NC(=O)c2ccc(Cl)c([N+](=O)[O-])c2)n1	0	i
CCCn1c2ccccc2c2cnn(CC(=O)NCCCN3CCCCC3CC)c(=O)c21 (stereo not drawn)	-3	i
Cc1nnc(SCc2nnc(-c3ccc(Cl)cc3)o2)n1-c1ccccc1	-34	i
Cc1cccc(C)c1NC(=O)CCCSc1nnc(-c2ccc(Cl)cc2)n1-c1ccccc1	-19	i
CCOC(=O)N1CCN(C(=O)CN(C2CCCCC2)S(=O)(=O)c2c(C)cc(C)cc2C)CC1	-31	i
CCN(CC)C(=O)c1sc(NC(=O)c2cc(-c3ccc(C)s3)nc3ccccc23)c(C(=O)OC)c1C	-21	i
O=C(O)c1cc(-c2ccco2)nc2cc3ccccc3cc12	-4	i
O=C(CN1C(=O)S/C(=C\c2ccccn2)C1=O)Nc1ccc(F)cc1	·	i
COC(=O)/C=C1\N/C(=N\c2nc(C)cc(C)n2)N(c2ccc(C)cc2)C1=O	-14	i
Cc1cc(C)cc(C(=O)NC(CC(N)=O)c2ccc(NC3CCCCC3)c([N+](=O)[O-])c2)c1 (stereo not drawn)	-9	i
CC(C)(C)OC(=O)N1CCCN(C(=O)c2ccc(Cl)cc2)CC1	-22	i
COc1cc(C(=O)Oc2cc(C)cc(C)c2)cc(OC)c1OC	-38	i

# Ordered by count of non-hydrogen atoms (smallest number first): 6 of the compounds above.
structure	OX1R antagonist	CHT allo act
Cc1ccc(NC(=S)NC2CCCC2)c(C)c1	-11	i
Cc1ccc(S(=O)(=O)NCc2ccccc2C)cc1	-20	i
COC(C[C@@H](O)C[C@H](O)[C@H](C)OCc1ccccc1)OC	-10	i
COCCCNC(=O)C1Cc2cc(S(=O)(=O)N3CCCC3)ccc2N1C(C)=O (stereo not drawn)	-8	i
O=C(NCc1cccnc1)C(=O)NCC1OCCCN1S(=O)(=O)c1ccccc1 (stereo not drawn)	2	i
CN(CC(=O)Nc1ccccc1F)S(=O)(=O)c1ccc2c(c1)n(C)c(=O)c(=O)n2C	-10	i
